Bioassay records as filed in PubChem BioAssay.
CHO-K1 Ca antag = nonselective inhibitor or artifact in parental CHO-K1 cells | inhibition, % at 3 µM | 0.6% of 360,000 active | ATP-induced calcium, Fluo-8 fluorescence;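 active means inhibition above a per-plate cutoff, the plate's mean sample inhibition plus 3 SD, cut at about 24% in these data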;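 further: 0% = DMSO plus EC80 ATP and 100% = DMSO alone without ATP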
CHRM4 agonist = human M4 muscarinic receptor agonists, primary screen, CHO-K1 cells, Fluo-8 calcium fluorescence | CHO-K1 hM4/Gqi5; vehicle 0%, full acetylcholine response 100% | 0.14% of 360,000 active | Muscarinic acetylcholine receptor M4 (Homo sapiens), P08173 | activation, % at 3 µM;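 active means activation above the run mean over all test wells plus 3 SD, cut at about 32% in these data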;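 further: peak over basal fluorescence ratio per well then scaled between controls; 0% = DMSO wells and 100% = acetylcholine at EC100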
Target sequence (P08173 whole entry, looked up): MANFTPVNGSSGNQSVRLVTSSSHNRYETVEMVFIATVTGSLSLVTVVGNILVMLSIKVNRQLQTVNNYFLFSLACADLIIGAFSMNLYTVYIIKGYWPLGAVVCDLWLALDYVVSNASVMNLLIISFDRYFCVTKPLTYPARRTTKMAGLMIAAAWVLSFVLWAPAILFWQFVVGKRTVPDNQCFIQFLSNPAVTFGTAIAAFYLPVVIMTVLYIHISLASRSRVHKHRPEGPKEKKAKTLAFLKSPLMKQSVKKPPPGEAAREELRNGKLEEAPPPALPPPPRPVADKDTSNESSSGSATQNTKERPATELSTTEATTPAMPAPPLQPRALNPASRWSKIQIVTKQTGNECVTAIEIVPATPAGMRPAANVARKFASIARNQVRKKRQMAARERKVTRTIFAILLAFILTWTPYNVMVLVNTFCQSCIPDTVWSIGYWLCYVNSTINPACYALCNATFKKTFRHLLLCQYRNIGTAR
CHRM1 PAM = human M1 muscarinic receptor positive allosteric modulators, primary screen, CHO-K1 cells, Fluo-8 calcium fluorescence, 1536-well. CHO-K1 hM1, ACh EC20; 0% = ACh EC20, 100% = maximal ACh. activation, % at 3 µM. 0.088% of 360,000 active. AID 588819, 2011. Muscarinic acetylcholine receptor M1 (Homo sapiens), P11229; in the data active means activation above about 19%, passing the limit was not always enough
Target sequence (P11229 whole entry, looked up): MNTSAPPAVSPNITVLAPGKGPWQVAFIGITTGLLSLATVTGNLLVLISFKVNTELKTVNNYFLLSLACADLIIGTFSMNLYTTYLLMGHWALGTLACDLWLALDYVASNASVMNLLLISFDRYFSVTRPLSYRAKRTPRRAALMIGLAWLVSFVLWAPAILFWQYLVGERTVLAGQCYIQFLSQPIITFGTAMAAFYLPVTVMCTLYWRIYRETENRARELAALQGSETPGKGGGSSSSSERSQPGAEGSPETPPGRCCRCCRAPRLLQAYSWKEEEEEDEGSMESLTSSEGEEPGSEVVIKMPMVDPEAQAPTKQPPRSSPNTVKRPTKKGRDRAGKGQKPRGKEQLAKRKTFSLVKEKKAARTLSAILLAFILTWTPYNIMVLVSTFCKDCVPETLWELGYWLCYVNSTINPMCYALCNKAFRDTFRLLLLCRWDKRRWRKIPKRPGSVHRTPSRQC
CHO parental Ca = ATP-evoked calcium signal inhibitors, parental CHO, primary screen, counter-screen for OX1R antagonist project, cell-based, fluorescence, Fluo-8 calcium dye. parental CHO-K1, ATP-induced calcium, Fluo-8 fluorescence. inhibition, % at 5.6 µM. 0.63% of 330,000 active;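 active means inhibition above that plate's mean sample inhibition plus 3 SD, cut at about 26% in these data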;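 further: 0% = ATP-challenged DMSO wells and 100% = DMSO wells without ATP; some compounds past the cut are filed as inactive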
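Material – parental CHO cells · Reagent – ATP stimulus · Compound – single nominal dose of 5.6 µM per compound · Detection – Fluo-8 fluorescence · Read-out basis – percent inhibition of calcium signal · Controls – ATP-challenged DMSO wells low, unchallenged DMSO wells high · Repeats – no replicates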
M1 antag = human M1 muscarinic receptor antagonists, primary screen, CHO-K1 cells, Fluo-8 calcium fluorescence, 1536-well; Muscarinic acetylcholine receptor M1 (Homo sapiens), P11229; CHO-K1 hM1, ACh EC80 antagonist; inhibition, % at 3 µM; 1.3% of 360,000 active;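 active means percent inhibition above its own plate's cutoff, namely the mean of that plate's compound wells plus 3 SD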;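 further: peak over basal fluorescence ratio during 140 s after agonist addition; 0% = ACh EC80 plus DMSO and 100% = DMSO alone without agonist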
M4 antag = human M4 muscarinic receptor antagonists, primary screen, CHO cells, Fluo-8 calcium fluorescence; CHO-hM4 cells, ACh EC80; inhibition, % at 3 µM; 0.73% of 360,000 active; AID 624125, 2012;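 active means inhibition above its plate's cutoff, the mean inhibition of sample wells plus 3 SD, cut at about 27% in these data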;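 further: 0% = acetylcholine EC80 with DMSO and 100% = DMSO without agonist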
M1 ag parental = counter-screen for M1 agonists: effect in parental CHO-K1 cells; Fluo-8 calcium fluorescence; scaled to maximal ATP response, vehicle zero; activation, % at 3 µM; 0.48% of 360,000 active; AID 602248, 2012; in the data active means activation above about 15%;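 further: untransfected CHO-K1 host cells lacking M1 receptor as counterscreen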
OXTR potentiator = human OXTR potentiators, primary screen, fluorescence, CHO-OTR cells, Fluo-8 calcium. activation, % at 3 µM. Fluo-8 calcium fluorescence, potentiator mode; 0% = oxytocin EC15, 100% = EC100. 0.061% of 320,000 active. Oxytocin receptor (Homo sapiens), P30559;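 active means activation above that plate's cutoff, the mean activation of tested compounds plus 3 SD, cut at about 6.6% in these data, passing the limit was not always enough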;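 further: 100% uses oxytocin at 75 nM as the full agonist control; some results filed as inactive read as strong as hits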
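System: human OTR in CHO cells / Also added: sub-maximal oxytocin, roughly EC15 / Control set: EC15 oxytocin low, 75 nM oxytocin high / Schedule: 6 min compound pre-incubation at room temperature, 100 s kinetic read / Compound: single-point 3.0 µM / Replication: singlicate / Technique: Fluo-8 calcium dye fluorescence / Read-out basis: % activation of max/min ratio relative to oxytocin controls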
CHRM1 agonist = human M1 muscarinic receptor agonists, primary screen, Fluo-8 calcium fluorescence, CHO-K1 cells, HTS | activation, % at 3 µM | Muscarinic acetylcholine receptor M1 (Homo sapiens), P11229 | 0.33% of 360,000 active | CHO-K1 hM1, agonist mode; 0% DMSO, 100% acetylcholine EC100 | AID 588814, 2011;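 active means activation above the run's mean compound activation plus 3 SD, cut at about 16% in these data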;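 further: peak over basal fluorescence ratio within a 140 s kinetic read after compound addition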
Numbers without * were called inactive; x = not tested or not shown.

compound,CHO-K1 Ca antag,CHRM4 agonist,CHRM1 PAM,CHO parental Ca,M1 antag,M4 antag,M1 ag parental,OXTR potentiator,CHRM1 agonist
CCCCC1CCC(C(=O)NC2CCS(=O)(=O)C2)CC1 (stereo not given),5,2,9,-11,-18,-4,-0.1,-11,0
CCc1ccc(S(=O)(=O)Nc2c(C)nc3nc[nH]n3c2=O)cc1,-3,2,12,0,-4,-10,0.5,-2,3
CC(C)(C)c1nnc2sc(SCC(=O)N3CCCCC3)nn2c1=O,-3,1,2,-8,-5,-6,1.1,0,-6
COCCNC(=O)c1cc(S(=O)(=O)N(C)c2ccccc2OC)ccc1C,-13,1,4,-13,-9,-7,0.0,1,-3
CC1(C(=O)NS(=O)(=O)Cc2ccccc2)CCN1C(=O)c1ccc(C2CCCCC2)cc1 (stereo not given),5,0,0,x,3,-2,-0.1,x,-4
Cc1ccccc1S(=O)(=O)Cc1ccc(C(=O)N2CCN(c3ccccc3F)CC2)o1,-14,16,-8,-16,8,2,9.2,-13,2
COc1ccc(S(=O)(=O)Nc2cccc3c2O[C@H](CN(C)S(=O)(=O)c2ccc(F)cc2)[C@H](C)CN([C@H](C)CO)C3=O)cc1,-11,3,1,-14,4,15,0.1,-5,-5
CC(C)CCOc1ccc(C(=O)Nc2cc(S(=O)(=O)N3CCOCC3)ccc2N2CCOCC2)cc1,-4,1,6,x,-14,-5,0.5,x,-2
COc1cccc(CN2CCN(Cc3ccc(C)o3)CC2CCO)c1 (stereo not given),-24,0,3,-19,-12,-5,1.5,3,-3
Cc1ccc2c(c1)[C@H]1[C@H](CO2)[C@H](c2ccccc2)[C@]2(C)C(=O)Nc3cc(Cl)ccc3C(=O)N12,-15,1,10,-9,-14,-10,-0.5,-5,-4
Cc1c(NC(=O)C(=O)/C=C(\O)c2ccc(Cl)cc2)c(=O)n(-c2ccccc2)n1C,-8,0,12,-10,-7,-2,-0.3,-6,-4
COc1ccccc1CCNC(=O)CSCC(=O)Nc1ccccc1F,-7,1,11,x,-8,-10,0.6,x,1
O=C1CC(N(CCc2ccccc2)C(=S)Nc2ccccc2)C(=O)N1c1ccccc1 (stereo not given),-8,12,2,22,-1,-8,2.9,-20,-10
Cc1cc(Br)ccc1SCC(=O)NNC(=O)c1ccco1,-14,-1,7,-6,-10,-4,0.1,-5,-4
CCOC(=O)C1=C(C)NC2=C(C(=O)C(C(=O)OC)C(C)C2)C1c1ccc(OC)c(O)c1 (stereo not given),12,0,7,-14,-4,12,0.5,3,-3
CC(C)N1CCc2c(sc(NC(=O)c3ccc(S(=O)(=O)N(C)CC4CCCO4)cc3)c2C(N)=O)C1 (stereo not given),-3,1,1,-7,-8,-11,2.5,-8,-6
CCOc1cc(C)c(Cl)cc1S(=O)(=O)NCCOC,-8,1,7,-6,4,2,1.1,-1,-8
O=C(CSc1nnc(NC(=O)c2c(F)cccc2F)s1)NC1CC1,-16,0,4,9,1,-1,0.7,-7,-1
COc1ccccc1C(=O)NCC(=O)N1CCN(S(=O)(=O)c2ccc3c(c2)OCCO3)CC1,-4,1,6,-22,-7,-9,0.1,3,-5
O=C(NC(CSSCC(NC(=O)c1ccccc1)C(=O)O)C(=O)O)c1ccccc1 (stereo not given),2,1,8,-2,-16,-4,0.1,2,-3
COCCCn1c(Cc2csc(Nc3ccccc3)n2)nnc1SCC(N)=O,-9,0,6,-6,-12,3,0.2,-12,-3
COc1cc(OC)c(S(=O)(=O)Nc2ccccc2N2CCCCC2)cc1NC(C)=O,-3,1,13,0,-13,2,1.6,-15,0
CCc1nc2c(OCc3cccc(Cl)c3)cccn2c1N(C)C(=O)c1ccncc1,-5,1,23,x,-34,-19,0.0,x,-4
Cc1cccc(N2CCN(C(=O)c3cc4c(=O)[nH]c5ccccc5c4n3C)CC2)c1C,-4,1,11,-23,-18,5,-0.4,-8,-3
COc1cccc(/C(O)=C2\C(=O)C(=O)N(c3ccccn3)C2c2cccc(OC)c2OC)c1 (stereo not given),-1,0,5,-3,-7,1,0.2,-6,-3

(next part)
compound,CHO-K1 Ca antag,CHRM4 agonist,CHRM1 PAM,CHO parental Ca,M1 antag,M4 antag,M1 ag parental,OXTR potentiator,CHRM1 agonist
Cc1nc2ccc(Br)cn2c1C(=O)N/N=C\c1ccc(C(C)C)cc1,-4,1,10,-13,-16,-5,2.0,-11,0
CCOc1ccccc1OCC(=O)Nc1nnc(C)s1,-8,1,5,-8,-2,-4,0.8,-5,-4
COc1ccc(S(=O)(=O)N2CCC3(CC2)CC(=O)c2ccccc2O3)cc1,-5,1,-2,12,-3,-10,1.3,-7,-1
O=C(Cc1coc2ccc3ccccc3c12)NC1CCCc2ccccc21 (stereo not given),-8,-1,-10,-36,-4,-9,0.8,-10,-9
Cc1ccc(S(=O)(=O)N/N=C2/CC(c3ccccc3)Oc3ccccc32)cc1 (stereo not given),-4,-1,8,-23,-21,-7,0.6,-12,-3
COc1cc(NC(=O)c2cccnc2SC)cc(OC)c1,19,1,9,-18,-6,4,-0.2,-2,-1
COC(=O)c1ccc(NC(=O)CN2CCCC2)cc1,-3,1,10,6,-9,1,0.6,-11,-5
CC(=O)Nc1ccc(NC(=O)CCNS(=O)(=O)c2cccc3nsnc23)cc1,-13,1,13,-3,-8,0,0.8,-12,-6
COC(=O)c1ccc(COc2ccc(F)cc2)o1,0,0,4,-7,-4,0,0.2,-3,-5
CCOc1ccccc1-c1ccc2nccn2c1,-11,5,-30,x,61*,10,1.5,x,-9
CCCCCC1CC(=O)C=C(C)C1C(=O)OC (stereo not given),-6,0,4,-8,-11,3,0.2,-6,-4
CN(C)Cc1ccccc1C(O)(c1ccccc1)c1ccccc1,-22,0,-23,-12,30,11,1.3,-6,-8
CCOCCc1nnc(NC(=O)COC)s1,-18,3,3,-5,-9,-17,0.2,2,-2
CC(C)(C)[C@@H]1C=C(C(=O)Nc2ccccc2)O[C@H](OCc2ccc(CO)cc2)C1,-10,0,-1,-16,0,9,-0.7,-7,-4
COC(=O)c1ccc(C(=O)OC)c(NC(=S)N2CCC(C(N)=O)CC2)c1,3,0,3,-2,-3,-3,0.1,-11,1
Cc1cc(O)ccc1Nc1nc(-c2cccs2)cs1,11,1,8,-22,0,-4,-0.3,-23,-2
O=C(c1ccc2ncsc2c1)N1CCCCC1,-6,1,5,-13,-7,-13,0.5,-4,-2
COc1ccccc1CNC(=O)CSc1nc2ccccc2c(=O)n1CCCN1CCOCC1,17,2,-2,-13,2,0,0.4,-11,-10
O=C(CN1CCN(c2ccc(O)cc2)CC1)N1CCc2ccccc21,-1,1,7,-16,-6,6,-0.3,2,-5
CCS(=O)(=O)N1CCC(C(=O)NCCCN2CCCCCC2)CC1,-16,1,3,-3,-5,3,0.6,-9,-11
ON=C1c2ccccc2-c2ccc(O)cc21,-9,3,2,x,-18,-16,0.2,x,-3
CC(C)(C)NC(=O)C(=O)NNC(=O)C12CC3CC(CC(C3)C1)C2,-5,0,13,-10,-15,11,1.1,-1,0
CCOC(=O)N1CCN(C(=O)C2CCN(S(=O)(=O)c3ccc(NC(C)=O)cc3)CC2)CC1,-13,0,1,-5,-3,9,0.4,-5,-6
Cc1ccc(NC(=O)Cc2c(Cl)cccc2Cl)cc1S(=O)(=O)N(C)C,-5,2,-5,-8,1,2,0.7,-2,-8
CCc1ccccc1N(C(C)=O)c1nc(CCl)cs1,1,2,-4,-10,1,-2,0.8,0,-8

Next section:
compound,CHO-K1 Ca antag,CHRM4 agonist,CHRM1 PAM,CHO parental Ca,M1 antag,M4 antag,M1 ag parental,OXTR potentiator,CHRM1 agonist
CCCS(=O)(=O)NC(=O)C1(C)CCN(C(=O)c2cc(C)n(C(C)(C)C)n2)C1 (stereo not given),6,-1,-5,x,0,-1,-0.3,x,0
CCN(CC)c1ccc(N=CN2CCOCC2)cc1,-3,-1,16,-13,-14,-1,-0.2,1,-8
COc1ccccc1N1CCN(/N=C\c2ccccc2)CC1,7,0,4,-9,-7,-11,0.2,-9,-2
CC(C)(C)n1nnnc1C(c1cccs1)N(Cc1ccccc1)Cc1ccco1 (stereo not given),-9,-1,-2,5,-1,6,0.3,-28,-4
O=C(c1cccc(Cl)c1)N1CCC2CC1c1cc(N3CCOCC3)ccc12 (stereo not given),-4,2,8,x,-9,-9,2.9,x,-3
c1ccc2c(Nc3nnc(-c4ccncc4)s3)cccc2c1,-23,5,2,-25,-7,-5,3.2,-8,-2
C=CCn1c(SCc2cccc(F)c2)nc2cc(C(=O)N3CCC(C(N)=O)CC3)ccc2c1=O,-2,11,-9,-23,21,15,4.8,-1,-3
CN(C)c1ccc(CNC(=O)CCc2ccc(S(=O)(=O)N3CCCCCC3)cc2)cc1,8,5,0,x,-1,1,0.7,x,-6
O=C(N/N=C\c1cccs1)c1ccccc1-n1cccc1,1,1,3,-14,22,2,0.2,-5,-3
CC(=O)Nc1ccc(/C=N/Nc2nc3ccccc3[nH]2)cc1,-15,2,5,-10,-6,-8,0.4,3,-6
CCOc1ccc(N(CC(=O)Nc2cc(C)cc(C)c2)S(C)(=O)=O)cc1,-2,2,2,-16,-8,0,1.8,-4,-2
Cc1ccc(NC(=O)CC(=O)c2ccc([N+](=O)[O-])cc2)cc1S(=O)(=O)Nc1cccc(Cl)c1,5,2,4,9,-3,8,0.6,-8,-2
CN1CCN(C(=S)c2ccc(-c3cccc(Cl)c3Cl)o2)CC1,-12,2,7,-25,-8,-8,0.6,-6,-6
O=C(Nc1cccc(C(=O)NC2CC2)c1)c1ccc(Cl)c(S(=O)(=O)N2CCOCC2)c1,-4,13,-7,-23,13,-4,3.1,-6,-3
COc1cc(-c2cnc3c(NC=O)cc(-c4ccc(S(C)(=O)=O)cc4)cn23)cc(OC)c1OC,0,-2,-1,x,-3,2,-0.5,x,-5
O=C(CSc1nnnn1C1CC1)N1CCN(Cc2ccccc2F)CC1,1,3,5,-17,-5,4,-0.2,-4,-6
O=C(CN1C(=O)NC2(CCCCCC2)C1=O)NCCc1ccc(F)cc1,5,7,0,-11,4,5,1.3,-5,0
O=[N+]([O-])c1ccc(N2CCN(c3ccc(Cl)nn3)CC2)c(Cl)c1,1,1,-2,-4,-2,9,0.6,-7,-7
